Sm TGR inh – S. mansoni TGR enzyme inhibition; Potency, µM (series often up to 114 µM), for inactives: at the highest dose activity change, negative = inhibition, hits mostly inhibitors; Q962Y6; purified TGR, DTNB reduction, TNB absorbance 405 nm; hit rate 3% among 360,000; also: nearly all actives have a fitted effect of over 60% in size
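First, TGR (20 nM dispensed) and NADPH were mixed with compound. Second, a 15 min room-temperature incubation followed. Third, further NADPH and then DTNB were added to start the reaction. Finally, TNB absorbance was monitored kinetically.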
LmPK inhibitor – blocks Leishmania mexicana pyruvate kinase activity | Q27686 | purified LmPK, Kinase-Glo ATP luminescence, 1 h | Potency, µM (highest dose often 57.5 µM), without a hit: top-dose activity change, negative = inhibition, actives largely listed as inhibitors | hit rate 0.37% among 290,000
Target sequence (Q27686 whole entry, looked up): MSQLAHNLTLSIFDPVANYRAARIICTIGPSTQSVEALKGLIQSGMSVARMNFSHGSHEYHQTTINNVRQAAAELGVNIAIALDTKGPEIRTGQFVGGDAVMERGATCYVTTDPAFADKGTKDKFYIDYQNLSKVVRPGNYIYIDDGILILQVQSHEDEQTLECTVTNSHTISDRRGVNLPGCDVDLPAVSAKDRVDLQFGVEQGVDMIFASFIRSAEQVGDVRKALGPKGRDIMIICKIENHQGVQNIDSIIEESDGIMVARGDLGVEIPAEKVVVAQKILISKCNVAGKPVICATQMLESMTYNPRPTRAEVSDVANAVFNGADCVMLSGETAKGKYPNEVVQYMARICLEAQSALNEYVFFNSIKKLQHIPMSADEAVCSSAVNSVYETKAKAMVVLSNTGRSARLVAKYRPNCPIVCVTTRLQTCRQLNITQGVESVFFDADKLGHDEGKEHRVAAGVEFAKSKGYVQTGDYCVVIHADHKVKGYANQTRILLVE
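Purified LmPK (0.1 nM) converted ADP (0.1 mM) to ATP with PEP (0.5 mM) in imidazole buffer pH 7.2 with KCl and MgCl2, 1 h at room temperature. ATP was read by Kinase-Glo luminescence; data normalized to uninhibited and no-enzyme controls.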
Pf growth 48h – P. falciparum growth inhibition at 48 hours (one generation) | Potency, µM (doses to about 28.7 µM), for the others: at the highest dose activity change, negative = inhibition, most hits filed as inhibitors | hit rate 5.9% among 310,000 | P. falciparum luciferase growth in erythrocytes, 48 h
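A one-generation exposure of luciferase-tagged malaria parasites in RPMI 1640/Albumax erythrocyte culture, 37 C and 5% CO2. Inhibition is inferred from decreased luminescence after adding detection reagent.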
Pf growth 96h – P. falciparum growth inhibition at 96 hour, primary screen for plastid delayed-death inhibitors; P. falciparum luciferase reporter growth, 96 h; Potency, µM (titrated, usually from 28.7 µM), inactives show at the top dose activity change, negative = inhibition, most hits filed as inhibitors; hit rate 6.9% among 320,000; AID 504834
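Two parasite generations (96 h, 37 C, 5% CO2) of compound exposure in infected erythrocytes (0.05% parasitemia, 2% hematocrit). Luciferase-reporter P. falciparum; decreased luminescence indicates inhibited growth, aimed at apicoplast-acting delayed death.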
TbPYK inhibitor – T. brucei pyruvate kinase inhibition; Potency, µM (titrated, usually from 76.8 µM), for inactives: at the highest dose activity, negative = inhibition, hits mostly inhibitors; Q57TT1; hit rate 0.12% among 410,000; TbPYK enzyme, Kinase-Glo Plus ATP luminescence, 45 min; also: nearly all actives have a fitted effect of over 50% in size
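Screened from lowest to highest concentration, compounds were pinned into TbPYK/substrate mixtures, and ADP (130 uM final) was added. Plates sat at room temperature for 45 min prior to Kinase-Glo Plus detection by luminescence.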
HCV inh – inhibitors of hepatitis C virus infection; Huh7.5.1 HCVcc-Cre infection, luciferase reporter, 44 h; Potency, µM (highest dose often 41.8 µM), inactives show at the highest dose activity change, negative = inhibition, most hits filed as inhibitors; hit rate 3.4% among 340,000; AID 651820
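Whole-lifecycle infectious HCVcc-Cre system; cells 1,000/well, compound then virus (~0.5 moi) added 4 h after plating, 44 h culture. Luciferase read 15 sec following 15 min substrate incubation, room temp.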
Active calls of the source: *; ? = inconclusive; . = no result given; & = joins results of further samples; [ ] = dose if it differs, or a comment. Calls follow the shape of the dose curve; as a rule, active = well fitted curve in the direction sought with a large enough effect; inconclusive = small, poorly fitted or top-dose-only effect, or another doubt; inactive = no such curve, though single readings can be large; an effect the other way counts as inactive or inconclusive. % is scaled to controls: 0 for no effect and ±100 for the full control effect; potency is read from the fitted curve at half-maximal effect.

smiles	Pf growth 96h	Pf growth 48h	LmPK inhibitor	TbPYK inhibitor	HCV inh	Sm TGR inh
O=C(c1ccco1)N1CCCC(c2ccccc2)C1 (stereo not given)	.	8%	-4%	0%	-2%	-13%
CCCn1nc(NS(=O)(=O)c2cccc3nonc23)c2cc3cccc(C)c3nc21	?	4%	-4%	0%	3%	-14%
CSC1=N/C(=C\c2ccc3c(c2)OCO3)C(=O)S1	-19%	7%	5%	-3%	12%	2%
Cc1cc(OCC(=O)OCC(=O)N2CCc3ccccc3C2)ccc1Cl	1%	8%	.	-6%	17%	2%
O=C(NNC(=O)[C@@H]1CCCC[C@@H]1C(=O)O)Nc1ccccc1	-26%	27%	2%	-14%	7%	-1%
Cc1nc2c(C(=O)N3CCCCC3)cnn2c(C)c1Cc1ccccc1F	50%[activator]	44%[activator]	0%	-6%	-19%	6%
O=C1N(c2ccccc2)C[C@@H]2C[C@@H](c3cc4ccccc4o3)N3CCC[C@@]123	13µM*	-15%	-1%	-15%	?	-13%
O=C1[C@@H]2[C@@H]3C[C@@H]([C@H]4ON=C(c5ccc(Cl)cc5)[C@@H]34)[C@@H]2C(=O)N1c1ccc2c(c1)OCO2	0%	-2%	5%	-3%	6%	0%
CC(Sc1ncnc2c1cnn2-c1ccccc1)C(=O)NCC1CCCO1 (stereo not given)	?	-3%	-5%	-9%	?	-5%
CC/C(=N\NC(=O)c1ccc2c(c1)OCO2)c1ccccc1	?	63%[activator]	1%	3%	0%	5%
O=C(O)CCn1c(Cc2ccccc2)nc2ccccc21	-17%	-2%	-8%	-16%	-21%	4%
Cc1cccc(N=Nc2c(C)nn(-c3ccccc3)c2N)c1C	53%[activator]	122%[activator]	5%	-2%	?	6%
NC(=O)c1ccsc1NC(=O)COC(=O)c1ccc(Cl)nc1	66%[activator]	24%	.	-3%	0%	-7%
CNC(C)c1ccc(S(N)(=O)=O)cc1 (stereo not given)	20%	-15%	3%	5%	-2%	?
CCCCOCCCNC(=O)c1ccc(NC(C)=O)cc1	.	8%	-8%	1%	10%	3%
Cn1c(O)c(N=NC(=O)CNC(=O)c2cccnc2)c2ccccc21	37%[activator]	14%	5%	-3%	15%	5%
O=C(NCc1ccc(F)cc1)C1CCN(C(=O)NCc2ccccc2)CC1	?	-4%	-3%	3%	14%	-3%
O=C(NNc1cccc(Cl)n1)c1ccc(Cl)cc1Cl	0%	53%[activator]	-2%	.	-9%	3%
CC(C)N(C)S(=O)(=O)c1ccc(NC(=O)CSC(=S)N2CCCC2)cc1	?	?	.	2%	?	6%
CC1(C)CC(OC(=O)c2ccccc2)CC(C)(C)N1	25%	.	2%	1%	-5%	2%
c1ccc(-c2nnc(N3CCOCC3)nc2-c2ccccc2)cc1	-25%	-3%	-1%	9%	-22%	1%
O=C(CCCCCCCC(=O)NNC(=O)Nc1ccccc1)NNC(=O)Nc1ccccc1	76%[activator]	-15%	-3%	0%	11%	4%
Cn1c(CN2CCC(C(N)=O)CC2)c(C#N)c2ccccc21	7%	-8%	0%	-5%	14%&2%	-5%
Cc1ccc(C)c(N(C(=O)c2snc(C(N)=O)c2N)C(C(=O)NCC2CCCO2)c2ccc(C)o2)c1 (stereo not given)	20%	?	-7%	-7%	?	-19%
CCC(=O)Nc1nnc(-c2ccco2)o1	11%	.	0%	0%	9%	-7%
Cc1cc(-c2onc(C)c2C(=O)Nc2ccc(C(F)(F)F)cc2)no1	71%[activator]	65%[activator]	3%	0%	15%	-3%
C=Cn1ccnc1P(O)(=S)c1nc(C)c(CCOC(C)=O)s1 (stereo not given)	-4%	-5%	-2%	3%	1%	3%
CC(C)CCNC(=O)NC(=O)COC(=O)CCN=C1NS(=O)(=O)c2ccccc21	-11%	20%	-3%	3%	10%	-3%
C=CCNC(=S)Nc1ccc(Cl)cc1F	38%[activator]	34%[activator]	0%	-4%	?	-27%
COc1ccc(-c2cc3c(=O)n(CC(=O)NCc4ccc(C)cc4)ncn3n2)cc1	92%[activator]	4%	-6%	2%	6%	7%
O=C1CN(C(=O)COc2ccc([N+](=O)[O-])cc2Cl)c2ccccc2N1	10µM*	2.9µM*	.	-4%	14%	-11%
Cc1c(Br)c(O)c(Br)c(O)c1/C=N/n1c(-c2ccccc2)n[nH]c1=S	9%	11%	-24%	?	-7%	35µM*
Oc1ccc(C(c2nnnn2C2CCCC2)N2CCc3ccccc3C2)cc1 (stereo not given)	.	?	2%	-3%	10%	3.2µM*
Cc1cccc(N(CC(=O)Nc2ccc(CC#N)cc2)S(C)(=O)=O)c1	.	3%	-1%	2%	7%	5%
CC(=O)N1CCN(C(=O)COc2ccc(N(C)S(=O)(=O)c3cccs3)cc2)CC1	34%[activator]	-5%	3%	4%	3%	-1%
Cc1cc2cc(CNC(=O)Nc3ccccc3)ccc2n1C	-19%	-6%	2%	-1%	14%	-5%
Cc1ccc(S(=O)(=O)Nc2cc3c(cc2C#N)OCO3)cc1C(N)=O	0%	25%	2%	-15%	1%	-7%
Cc1ccc(N2C(=O)CC(NNc3nc4ccccc4s3)C2=O)cc1 (stereo not given)	-5%	15%	5%	-8%	5%	-19%
COc1ccc(C)cc1S(=O)(=O)N(C)CC(=O)N1CCC(C)CC1	59%[activator]	-9%	8%	3%	5%	-1%
NNC(=O)c1cc2cc(Oc3ccccc3)ccc2[nH]1	?	?	-2%	-21%	6%	-22%
O=C(COc1ccc(F)cc1)Nc1ccc2c(c1)OCCO2	3%	107%[activator]	-6%	8%	2%	-23%
CCOc1ccccc1N=Nc1c(C)[nH]n(-c2ccccc2)c1=O	7%	51%[activator]	7%	5%	-2%	-16%
CCOC(=O)N1CCN(C(=O)C2CC(c3cc(OC)ccc3OC)=NO2)CC1 (stereo not given)	?	?	0%	3%	-6%	-1%
Cc1ccccc1CSc1nnc(-c2ccncc2)o1	29%	-22%	-1%	-14%	-7%	5%
COc1ccc(OCC(=O)NC(=S)NNC(=O)COc2ccc(Br)cc2Cl)cc1	0%	22%	0%	?	0%	.
O=C(O)c1cccc(S(=O)(=O)N2CCN(Cc3ccc4c(c3)OCO4)CC2)c1	36%[activator]	2%	2%	-2%	4%	-10%
O=C1/C(=C\c2ccc(Br)cc2)SC(=S)N1NS(=O)(=O)c1ccccc1	48%[activator]	14%	4%	-1%	16%	-16%
COc1ccccc1CNC(=O)COC(=O)c1ccccn1	70%	-8%	.	4%	14%	-8%
N#CCc1nn2c3c(cnc2c1C#N)C(=O)CCC3	?	27%[5.75 µM]	2%	0%	16%	-14%
Cc1ccc(NC(=O)CNC(=O)c2ccc(C)s2)nc1	37%[activator]	13%	.	1%	4%[8.37 µM]	1%

Arranged by molecular weight (largest number first): part of the list above
smiles	Pf growth 96h	Pf growth 48h	LmPK inhibitor	TbPYK inhibitor	HCV inh	Sm TGR inh
CCOC(=O)N1CCN(C(=O)C2CC(c3cc(OC)ccc3OC)=NO2)CC1 (stereo not given)	?	?	0%	3%	-6%	-1%
Cc1ccc(S(=O)(=O)Nc2cc3c(cc2C#N)OCO3)cc1C(N)=O	0%	25%	2%	-15%	1%	-7%
COc1ccc(C)cc1S(=O)(=O)N(C)CC(=O)N1CCC(C)CC1	59%[activator]	-9%	8%	3%	5%	-1%
Cc1ccc(N2C(=O)CC(NNc3nc4ccccc4s3)C2=O)cc1 (stereo not given)	-5%	15%	5%	-8%	5%	-19%
COc1ccccc1CNC(=O)COC(=O)c1ccccn1	70%	-8%	.	4%	14%	-8%

Later entries:
smiles	Pf growth 96h	Pf growth 48h	LmPK inhibitor	TbPYK inhibitor	HCV inh	Sm TGR inh
Cn1c2ccccc2c(=O)c2c(=O)n(-c3ccc(F)cc3)c(-c3cccs3)nc21	5.2µM*	?	-1%	8%	-13%	-8%
O=C(O)CS(=O)(=O)CC(=O)O	-13%	0%	0%	3%	?	0%
Cc1ccccc1-n1c(C)nnc1SCC(=O)NNC(=O)c1ccccc1	-20%	-1%	2%	-4%	17%	-7%
Clc1cccc(/C=N/N2CCN(Cc3ccccc3)CC2)c1	-15%	46%[activator]	2%	0%	6%	6%
CCOC(=O)c1c(NC(=O)/C=C/C(=O)O)sc(C)c1-c1ccc(Cl)cc1	?	?	1%	0%	-12%	0%
CC1(C)C(=O)Nc2ccccc2N1C(=O)COC(=O)C12CC3CC(CC(O)(C3)C1)C2	?	-2%	4%	-1%	2%	0%
CCCCNC(=O)N1CCN(C(=O)C2CCCO2)CC1 (stereo not given)	41%[activator]	?	-1%	-2%	13%	7%
O=C(COC(=O)CNC(=O)c1ccccc1)Nc1ccc(S(=O)(=O)N2CCOCC2)cc1	0%	2%	10%	1%	8%	1%
CCOc1ccc(/C=N/NC(=O)C(=O)NCc2ccco2)cc1	?	12%	3%	-2%	9%	1%
Cc1nn(Cc2ccccc2)c(C)c1C(=O)NCCN1C(=O)S/C(=C\c2ccccc2)C1=O	-25%	-16%	-1%	-4%	12%	5%
Cn1c(=O)c2cc(S(=O)(=O)NC(C(=O)NC3CCCCC3)c3ccccc3)ccc2n(C)c1=O (stereo not given)	-10%	.	1%	2%	3%	2%
CC(C)C(=O)NC(NC(=S)NC1CCS(=O)(=O)C1)C(Cl)(Cl)Cl (stereo not given)	-24%	7.4µM*	-2%	11%	-16%	1%
Nc1c(C(=O)O)sc2nc(-c3ccccc3)cc(-c3ccc(F)cc3)c12	21%	-23%	0%	8%	-19%	0%
CN1CCN(c2nc3c(c(=O)n(C)c(=O)n3C)n2Cc2ccc(Cl)cc2)CC1	0.12µM*	-29%	9%	-9%	2%	0%
COc1ccc(/C=N/NC(=O)CN2CCSCC2)c(OC)c1	28%	16%	-2%	1%	12%	-1%
Cc1cc(C)nc(SC2CC(=O)N(c3ccc(C)c(C)c3)C2=O)n1 (stereo not given)	?	7%	0%	3%	-10%	-18%
O=C(/C=C/c1cccnc1)c1ccccc1O	-6%	-2%	-13%	-3%	-16%	20µM*
O=C(Nc1ccc(Cl)cn1)C1CCN(S(=O)(=O)c2cccs2)CC1	7%	-4%	7%	0%	11µM*	1%
CN(C)CCNC(=O)c1sc2cccc(F)c2c1Cl	23%	6%	2%	-2%	-8%	?
COc1ccc(CNC(=O)C2CCN(S(=O)(=O)c3cccnc3)CC2)cc1	-1%	6%	-3%	0%	7%	-1%
O=C(Nc1ccc(Cl)cc1)OCc1cc(-c2ccccc2)on1	49%[activator]	12%	-2%	3%	-29%	9%
Cc1nc2ccccc2c2nc(NC(=O)C(F)(F)F)nn12	21%	8%	3%	2%	7%	14%
O=C(/C(=C(\[O-])c1ccccc1)[n+]1ccc2ccccc2c1)c1ccccc1	13µM*	?	0%	-3%	1%	-25%
COc1ccc(NC(=O)CSc2nc(O)cc(=O)n2-c2ccc(OC)cc2)cc1	-9%	?	-1%	4%	7%	0%
CCO[C@H]1OC(C(=O)N2CCOCC2)=C[C@@H](c2ccc(C(F)(F)F)cc2)[C@@H]1CCCO	-28%	?	6%	4%	9%	1%
COc1ccc(-n2ccc(-c3nn(-c4cccc(C(F)(F)F)c4)ccc3=O)n2)cc1	3.3µM*	7.4µM*	1%	4%	?	-1%
O=C(CCC(=O)Nc1ccccc1Cl)N/N=C/c1c[nH]c2ccccc12	50%[activator]	6%	1%	0%	-4%	2%
c1ccc(SCCCCNC2CCCC2)cc1	-24%	27%	-1%	-2%	-16%	3%

Screening results (PubChem)
